# High-throughput results: PubChem, several laboratories
# phage Ecoli inh – E. coli growth loss with phage present; growth absorbance; inhibition, % at 11.9 µM; hit rate 0.26% among 360,000; AID 651602; in the data active means inhibition above about 11%
# Wnt bcat act – activators of Wnt/beta-catenin signaling; Wnt/beta-catenin reporter cell assay, activator, plate reader; activation, % at 9.35 µM; hit rate 1.2% among 300,000; in the data active means activation above about 30%, passing the limit was not always enough; inconclusive means no clear call, values can overlap the other calls;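 further: 0% = neutral control wells and 100% = positive control wells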
# E coli growth – reduces bacterial viability in AddAB counter-screen. AID 449728. E. coli V3065 growth, OD600 absorbance, 18 h. hit rate 0.27% among 330,000. inhibition, % at 11.9 µM;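 active means inhibition above the campaign's mean inhibition across all tested compounds plus 3 SD, cut at about 9.9% in these data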;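 further: uninfected addAB+ strain grown without phage in ampicillin broth; 0% = DMSO wells and 100% = ciprofloxacin 0.95 µg/ml wells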
# CAL PDZ inh – inhibitors of human CAL PDZ peptide binding | purified CAL PDZ, TMR-peptide fluorescence polarization, 1 h | inhibition, % at 20 µM | hit rate 0.02% among 330,000 | AID 504414;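 active means highest replicate inhibition of at least 40%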;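 further: plate controls were DMSO neutral control wells for no effect and unlabeled competitor peptide control wells for full effect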
#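 Material: tagged CAL PDZ protein CerCALP, purified; buffer or medium: sodium phosphate/NaCl buffer pH 7.4 with TCEP, IgG, Thesit; also added: fluorescent TMR peptide probe; schedule: 1 h incubation at room temperature before polarization reading; technique: fluorescence polarization from S- and P-plane intensities, G-factor corrected; control set: unlabelled peptide and DMSO controls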
# PvdQ inh – blocks Pseudomonas aeruginosa PvdQ acylase activity | purified PvdQ acylase, fluorescence plate reader | inhibition, % at 10 µM | hit rate 0.063% among 340,000 | AID 488965; in the data active means inhibition above about 30%, passing the limit was not always enough; inconclusive means no clear call, values can overlap the other calls;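 further: 0% = vehicle neutral wells and 100% = reference inhibitor wells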
# DAGLB inh – diacylglycerol lipase beta (human) inhibition | Q8NCG7 | HEK293T DAGLB membrane lysate, EnzChek fluorogenic substrate | inhibition, % at 5.17 µM | hit rate 0.059% among 340,000 | AID 504411; in the data active means inhibition above about 34%;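 further: 0% = enzyme with vehicle and 100% = wells lacking enzyme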
# Target sequence (Q8NCG7 whole entry, looked up): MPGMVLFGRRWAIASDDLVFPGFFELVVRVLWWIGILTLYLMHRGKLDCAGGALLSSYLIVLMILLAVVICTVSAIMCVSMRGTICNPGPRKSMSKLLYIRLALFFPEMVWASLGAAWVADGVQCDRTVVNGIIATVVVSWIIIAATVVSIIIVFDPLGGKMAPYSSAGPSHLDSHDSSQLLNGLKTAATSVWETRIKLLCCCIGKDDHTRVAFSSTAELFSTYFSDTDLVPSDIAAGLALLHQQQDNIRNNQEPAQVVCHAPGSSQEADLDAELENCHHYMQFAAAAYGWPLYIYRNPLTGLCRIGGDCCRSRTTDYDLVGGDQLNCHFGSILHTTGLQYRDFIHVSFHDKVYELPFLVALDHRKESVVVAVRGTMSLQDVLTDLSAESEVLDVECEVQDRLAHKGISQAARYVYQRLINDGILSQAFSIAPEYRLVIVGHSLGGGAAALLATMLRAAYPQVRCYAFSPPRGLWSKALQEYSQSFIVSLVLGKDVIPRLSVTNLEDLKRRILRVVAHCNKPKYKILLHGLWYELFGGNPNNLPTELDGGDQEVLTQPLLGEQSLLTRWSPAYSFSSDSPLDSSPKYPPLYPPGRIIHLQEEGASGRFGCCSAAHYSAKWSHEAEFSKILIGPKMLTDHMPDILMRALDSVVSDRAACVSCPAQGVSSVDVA
# Rtt109 Vps75 – inhibitors of Candida albicans Rtt109/Vps75 histone acetyltransferase. Q5AAJ8. hit rate 0.16% among 330,000. inhibition, % at 34.9 µM. purified Rtt109/Vps75, ThioGlo CoA-SH fluorescence, 4 h. AID 540336;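 active means inhibition of at least 50% in every replicate; inconclusive means best replicate reaches 50% inhibition but some replicates fall short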
# Target sequence (Q5AAJ8 whole entry, looked up): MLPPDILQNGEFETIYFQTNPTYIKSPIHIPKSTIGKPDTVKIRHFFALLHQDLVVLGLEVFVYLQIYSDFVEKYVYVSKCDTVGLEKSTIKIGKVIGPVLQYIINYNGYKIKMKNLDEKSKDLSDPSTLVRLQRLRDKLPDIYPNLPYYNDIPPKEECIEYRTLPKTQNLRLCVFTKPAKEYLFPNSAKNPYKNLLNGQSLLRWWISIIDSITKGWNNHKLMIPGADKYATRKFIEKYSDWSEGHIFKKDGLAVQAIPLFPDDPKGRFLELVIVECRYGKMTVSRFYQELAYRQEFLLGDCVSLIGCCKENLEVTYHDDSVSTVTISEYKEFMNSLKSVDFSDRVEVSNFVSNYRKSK
# PfHsp90 set2 – reduces growth (ATP signal) of yeast expressing P. falciparum Hsp90; S. cerevisiae expressing PfHsp90, BacTiter-Glo ATP, 48 h; yeast lacking PDR1 and PDR3 efflux regulators; inhibition, % at 9.4 µM; hit rate 0.32% among 310,000; AID 504621;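 active means every replicate shows inhibition above about 80%, whatever the replicate mean, limit read from the data; inconclusive means mean inhibition reaches the set limit but some replicate falls short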;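 further: 0% = DMSO neutral controls and 100% = 20 µM radicicol positive controls; yeast relying on Plasmodium falciparum Hsp90 in place of its own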
# AddAB inh – less growth of phage-infected E. coli with AddAB. E. coli expressing H. pylori AddAB, absorbance growth. inhibition, % at 11.9 µM. hit rate 0.29% among 330,000; in the data active means inhibition above about 12%;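 further: 0% = vehicle wells of infected cells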
# Tat transport – inhibitors of E. coli Tat protein transport; hit rate 0.036% among 340,000; inhibition, % at 10 µM; E. coli MC4100 TorA-mCherry Tat export, fluorescence; AID 488895;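 active means mean replicate inhibition at least 50% and at least half of replicates individually reaching 50%; inconclusive means only one of the two criteria met; inactive means neither criterion met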;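 further: exported cargo escapes ClpAP degradation while cytoplasmic cargo is degraded and loses fluorescence; 0% = median of neutral control wells and 100% = median of NaSCN control wells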
# Active calls of the source: *; ? = inconclusive; / = no result given.
# Preview (3 entries):
# Order of results: phage Ecoli inh	Wnt bcat act	E coli growth	CAL PDZ inh	PvdQ inh	DAGLB inh	Rtt109 Vps75	PfHsp90 set2	AddAB inh	Tat transport
O=C(CSc1nnc(Nc2ccccc2)s1)Nc1ccc(S(=O)(=O)N2CCOCC2)cc1
  5.4	/	2.2	-1.2	-11	0	?	/	5.6	3
COC(=O)c1ccccc1N=C(SC)N(C)C
  0.6	/	-1.1	/	-18	0	-7	10	0.3	8
COCC1CCN(Cc2nc(-c3ccc4c(c3)OCO4)no2)C1 (configuration not stated)
  -3.0	8	-0.2	-1.9	-13	-3	-1	15	-0.2	-1

# All compounds of this part (from the top)
# Order of results: phage Ecoli inh	Wnt bcat act	E coli growth	CAL PDZ inh	PvdQ inh	DAGLB inh	Rtt109 Vps75	PfHsp90 set2	AddAB inh	Tat transport
O=C(CSc1nnc(Nc2ccccc2)s1)Nc1ccc(S(=O)(=O)N2CCOCC2)cc1
  5.4	/	2.2	-1.2	-11	0	?	/	5.6	3
COC(=O)c1ccccc1N=C(SC)N(C)C
  0.6	/	-1.1	/	-18	0	-7	10	0.3	8
COCC1CCN(Cc2nc(-c3ccc4c(c3)OCO4)no2)C1 (configuration not stated)
  -3.0	8	-0.2	-1.9	-13	-3	-1	15	-0.2	-1
C/C(=N\OC(=O)NC1CCCCC1)c1sc(-c2ccccc2)nc1C
  0.9	/	-1.1	-2.2	-10	-16	/	/	3.6	14
CC(=O)OCCNC(=O)c1cc2ccccc2oc1=O
  2.6	/	-0.3	-0.4	-8	-1	-12	9	5.0	2
CCOc1cccc2sc(NC(=O)CCS(=O)(=O)c3ccccc3)nc12
  1.7	0	-1.4	-1.5	7	-1	29	3	0.6	2
COc1ccc(C(NC(C)=O)c2cc(Cl)c3cccnc3c2O)cc1OC (configuration not stated)
  8.2	-2	9.0	-1.1	-18	6	-6	-28	10	-2
Cc1csc(=Nc2ccccc2)n1Cc1ccco1
  1.2	1	2.0	-0.9	-18	1	-5	-8	0.8	-7
COc1ccccc1CO/N=C/c1cccn1-c1nccc(N(C)C)c1C#N
  0.1	/	1.3	-0.5	-6	0	-3	/	2.5	5
O=C(NC(Cc1c[nH]c2ccccc12)C(=O)Nc1ccc(F)cc1)c1cccs1 (configuration not stated)
  1.6	-5	1.9	-0.6	0	1	1	5	2.0	21
C=CCn1c(SCC(=O)NCc2ccco2)nnc1-c1ccc2ccccc2n1
  2.3	-3	-0.4	-1.2	-10	1	16	17	-0.9	7
CS(=O)(=O)N1CCN(c2ccc([N+](=O)[O-])cc2C(F)(F)F)CC1
  2.4	-8	0.7	-1.5	-11	1	3	9	2.0	-5
CSc1ncc(C(=O)Nc2cc(C)ccc2C)c(C)n1
  2.0	0	/	-0.2	-10	-2	-1	3	/	-15
CCCN(CC(=O)Nc1ccccc1C)C(=O)c1ccc(-c2ccccc2)cc1
  1.5	-2	2.1	-4.1	-6	-4	11	22	-1.4	1
O=C(Nc1cccc(F)c1)C1CCCN1C(=O)OCc1ccccc1 (configuration not stated)
  2.7	-2	2.7	0.2	-2	1	-4	20	1.8	3
CC(=O)[C@H]1[C@H](CCc2ccccc2)NC(=O)N(Cc2ccccc2)[C@@H]1C
  3.6	-1	-1.8	-0.4	-14	0	2	10	-3.0	7
Cc1noc(C)c1S(=O)(=O)NCCN1CCN(c2ccccc2)CC1
  1.7	-4	-0.9	-2.8	-15	1	0	5	1.4	-4
Cn1c(SCC(=O)Nc2sccc2C#N)nnc1C1CC1
  2.4	5	1.6	0.0	-3	0	4	-16	2.5	1
CCOc1ccc(S(=O)(=O)N2CCC(C(=O)NCCc3ccccc3)CC2)cc1
  1.9	0	-1.7	-1.3	1	-2	-7	1	0.0	-1
CC(=O)Oc1ccc(-c2cccc(C(=O)OCC(=O)N(C)c3ccccc3)c2)cc1
  1.7	1	-0.8	-1.3	2	-2	4	-3	2.1	8

# Single records (already shown).
# Results for CSc1ncc(C(=O)Nc2cc(C)ccc2C)c(C)n1 → phage Ecoli inh: 2.0; Wnt bcat act: 0; E coli growth: /; CAL PDZ inh: -0.2; PvdQ inh: -10; DAGLB inh: -2; Rtt109 Vps75: -1; PfHsp90 set2: 3; AddAB inh: /; Tat transport: -15
# Results for Cn1c(SCC(=O)Nc2sccc2C#N)nnc1C1CC1 → phage Ecoli inh: 2.4; Wnt bcat act: 5; E coli growth: 1.6; CAL PDZ inh: 0.0; PvdQ inh: -3; DAGLB inh: 0; Rtt109 Vps75: 4; PfHsp90 set2: -16; AddAB inh: 2.5; Tat transport: 1

# (continued)
# Order of results: phage Ecoli inh	Wnt bcat act	E coli growth	CAL PDZ inh	PvdQ inh	DAGLB inh	Rtt109 Vps75	PfHsp90 set2	AddAB inh	Tat transport
COc1ccc(C)cc1S(=O)(=O)Nc1cccc(SC)c1
  1.9	/	-0.7	-0.6	-8	-3	-4	4	1.3	5
O=C1C2C3C=CC(C3)C2C(=O)N1c1ccc2c(c1)CCC2 (configuration not stated)
  /	1	-1.7	0.7	-12	2	-1	-24	0.9	9
O=C(c1ccc(N2CCOCC2)cc1)c1cccs1
  3.9	42*	1.8	-2.0	-13	2	/	/	3.1	8
COc1ccc(-c2csc(NC(=S)NC(=O)/C=C/c3ccco3)n2)cc1OC
  2.1	-3	3.1	0.1	2	-2	4	-2	5.4	0
CC(=O)c1ccc(Oc2cc(C)nc(-n3nc(C)cc3C)n2)cc1
  -1.7	/	-0.5	-2.3	-4	3	-2	/	-0.2	7
COc1ccc(OCC(=O)OCCNC(=O)c2cccnc2)cc1
  1.6	-3	-0.9	-0.2	8	0	12	-2	4.0	-11
O=C(COc1ccc(Cl)cc1)Nc1ccc2c(c1)nc1n2CCOC1
  1.0	-2	-0.4	-2.3	5	1	5	-9	4.6	-2
CC(=O)/C(N=Nc1ccc(OC(F)(F)F)cc1)=C(\C)O
  1.3	0	1.5	-0.6	-9	0	-7	-2	0.7	4
COc1ccc(-c2nc(CS(=O)(=O)CC(=O)NCc3cccc(OC)c3OC)c(C)o2)cc1
  1.8	2	0.3	-1.0	-3	-2	-2	8	-4.0	-3
CN(C)c1ccc(/C(=N\O)C(F)(F)F)cc1
  1.6	0	3.2	-0.2	-1	-1	-2	-1	0.9	-3
CCNS(=O)(=O)c1ccc2c(c1)NCC2
  2.3	/	0.3	-0.4	-6	1	1	-4	2.4	-6
CC1(c2ccccc2)C(C#N)C(=O)NC(=O)C1C#N (configuration not stated)
  4.1	-1	/	-1.2	-15	2	-7	-6	/	13
NC(=O)C1CCN(C(=O)C2CC(=O)N(c3ccc(F)cc3)C2)CC1 (configuration not stated)
  2.8	-2	-1.5	-2.4	5	-1	-2	-8	0.9	4
COCC(=O)N(Cc1cc2ccc(C)c(C)c2n2nnnc12)C1CCCC1
  -0.4	0	-2.4	-1.0	0	0	19	13	0.7	4
N#CC1=C(N)Oc2n[nH]c(CSc3ccccc3)c2C12C(=O)Nc1ccccc12 (configuration not stated)
  2.2	-4	2.0	-2.9	-7	3	4	-8	0.0	1
COc1ccc(C(C)=O)cc1CSc1nc(C)cc(C)n1
  1.2	2	3.5	-2.4	1	0	-8	4	1.4	1
Cc1ccc(NC(=O)CCC(=O)NNS(=O)(=O)c2ccc(Cl)cc2)cc1C
  0.6	3	/	-0.8	-8	-2	-4	8	/	17
CC(N=C1NC(C)(C)Cc2ccccc21)C(=O)O (configuration not stated)
  1.5	0	1.5	0.2	-8	1	-3	43	1.2	-16
O=Cc1c(NCCN2CCOCC2)c2ccccc2[nH]c1=O
  2.7	-1	0.6	0.9	-15	3	1	-8	2.0	-6
CCC(CCC(=O)Nc1cccc(C(=O)O)c1)C(=O)O (configuration not stated)
  0.6	/	0.2	-0.8	0	0	7	4	1.6	3

# (further entries)
# Order of results: phage Ecoli inh	Wnt bcat act	E coli growth	CAL PDZ inh	PvdQ inh	DAGLB inh	Rtt109 Vps75	PfHsp90 set2	AddAB inh	Tat transport
O=C1Nc2cccnc2N(C(=O)CCl)c2ccccc21
  1.6	-2	-1.9	0.0	-8	-2	3	5	0.8	-5
COc1ccc(NC(=O)c2nc3nccc(C)n3n2)cn1
  3.4	/	1.7	0.6	-5	-3	-7	28	4.1	-3
CCn1c(-c2ccc(C)cc2)nn(CC(=O)NCCc2ccccc2)c1=S
  2.9	0	0.9	1.0	4	-1	0	12	-0.2	4
O=C(NCCCCc1ccccc1)c1ccc(Br)cc1
  5.7	3	1.4	-0.7	-14	-8	2	112*	1.3	-7
CC(C)N(CCNC(=O)c1cn(C)c2ccc(S(=O)(=O)N(C)C)cc2c1=O)Cc1ccccc1
  2.6	0	-1.5	-0.4	4	-3	2	-1	1.4	-5
Cc1ccc(NC(=O)Nc2cnccn2)cc1C
  1.1	22	-1.1	-1.3	-5	-2	0	-21	-0.8	1
O=C(O)c1nn(CC(=O)N2CCN(c3ccccc3)CC2)c(=O)c2ccccc12
  -1.6	-2	1.2	0.0	-3	2	-10	-7	0.8	-1
C=CCNC(=O)c1nn2cccnc2c1Cl
  0.7	/	1.9	-1.5	-1	-3	-2	-6	4.8	-2
O=C(Nc1cccnc1)c1ccccc1NS(=O)(=O)c1ccc(F)cc1
  0.5	1	-2.1	16	-9	1	-9	/	0.3	3
CSc1nc(N)nc2c1ncn2CC(=O)NCC(c1ccccc1)c1ccccc1
  1.5	-4	-2.0	-0.7	-14	-3	0	-14	1.3	4
COc1cc(-c2nnc(COc3ccc4ccccc4c3)o2)cc(OC)c1OC
  0.4	/	0.7	-2.3	0	-5	-9	3	0.2	8
COc1ccccc1/C=C/C(=O)Nc1ccc(N2CCOCC2)cc1
  2.8	4	1.8	-1.0	-14	2	1	0	-0.6	-6
O=C(NCc1cccnc1)Nc1ccc(Br)cc1Cl
  2.3	-2	-0.2	-3.8	-22	-1	0	12	0.7	-4
CCOC(=O)c1ccc2c(c1)N(Cc1ccccc1C)C(=O)c1ccccc1S2=O (configuration not stated)
  2.4	/	1.2	-2.1	-14	-3	7	/	-0.4	1
COc1ccccc1N1CCN(c2cc(=O)n(Cc3ccc(F)cc3)c(=O)[nH]2)CC1
  2.0	0	-0.4	0.0	-6	3	-1	-33	-1.4	-2
COc1ccccc1C(=O)Nc1ccc(-c2nnc(SCC(=O)O)n2C)cc1
  1.5	/	-0.1	-3.2	-7	3	0	-10	1.5	2
CN1CCN(C(=O)c2ccc(N3CCCC3=O)cc2)CC1
  0.1	6	0.6	-0.7	-11	0	5	-126	1.2	-2
NC1=NC(=O)C2(COC(c3ccccc3Cl)OC2)S1 (configuration not stated)
  1.7	0	-3.6	-0.7	-7	0	4	-9	-0.7	-2
COC(=O)c1sc(S(=O)(=O)Nc2c(C)nn(C)c2C)c(C(=O)OC)c1C
  -1.6	-2	/	-2.4	-8	1	-3	/	/	-3
CCn1c(SCC(=O)N2CCc3ccccc32)nnc1-c1ccncc1
  2.1	-1	1.4	0.2	-1	-1	1	/	4.5	3
